# AMA1-RON2 inh: AMA1-RON2 (P. falciparum) interaction inhibition. AlphaScreen AMA1-biotinylated RON2 peptide binding. Potency, µM (top dose mostly 58.2 µM), for the others: top-dose activity change, negative = inhibition, usual class: inhibitors. 360,000 compounds, 0.2% hits. AID 720542;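 further: potency means the concentration at half of the fitted maximal effect; 0% = vehicle wells and -100% = peptide control; nearly all actives have a fitted effect of over 45% in size; some results filed as inactive show a strong effect at the top dose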
#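 AMA1 (3D7) with his tag at 25 nM final met compounds first, then biotinylated RON2 peptide at 25 nM; detection used donor plus acceptor beads, 10 µg/mL apiece, read by AlphaScreen after 30 min at room temperature.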
# Sm TGR inh: inhibitors of Schistosoma mansoni thioredoxin glutathione reductase; Q962Y6; purified TGR, DTNB reduction, TNB absorbance 405 nm; Potency, µM (series often up to 114 µM), without a hit: at the highest dose activity change, negative = inhibition, most hits filed as inhibitors; 360,000 compounds, 3% hits; further: potency means the concentration at half of the fitted maximal effect; nearly all actives have a fitted effect of over 60% in size
#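 First, TGR (20 nM dispensed) and NADPH were mixed with compound. Second, a 15 min room-temperature incubation followed. Third, further NADPH and then DTNB were added to start the reaction. Finally, TNB absorbance was monitored kinetically.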
# AmpC inh detg: blocks E. coli AmpC beta-lactamase in detergent assay; AmpC hydrolysis of nitrocefin, absorbance 480 nm, 0.01% Triton; Potency, µM (doses to about 114 µM), for the others: at the top dose activity change, negative = inhibition, usual class: inhibitors; 370,000 compounds, 0.041% hits; AID 485294;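 further: potency means the concentration at half of the fitted maximal effect; 0% = no-compound wells and -100% = no-enzyme wells; nearly all actives have a fitted effect of over 25% in size; some results filed as inactive show a strong effect at the top dose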
# Target sequence (P00811 whole entry, looked up): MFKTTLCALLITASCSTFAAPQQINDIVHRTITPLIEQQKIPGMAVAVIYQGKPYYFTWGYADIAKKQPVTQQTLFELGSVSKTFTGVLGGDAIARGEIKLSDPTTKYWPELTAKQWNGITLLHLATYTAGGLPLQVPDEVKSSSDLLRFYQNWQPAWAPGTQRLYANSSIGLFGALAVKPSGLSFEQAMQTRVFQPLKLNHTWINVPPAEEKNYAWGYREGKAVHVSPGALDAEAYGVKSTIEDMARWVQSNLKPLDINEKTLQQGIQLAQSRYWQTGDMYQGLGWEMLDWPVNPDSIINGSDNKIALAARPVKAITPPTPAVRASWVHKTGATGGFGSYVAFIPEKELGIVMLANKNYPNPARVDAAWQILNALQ
#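 AmpC (5.3 nM in the dispensed reagent) in 20 mM phosphate pH 7.0 with 0.01% (detergent screen) or 0.0001% Triton X-100 was preincubated with compounds for 15 min at room temperature. Nitrocefin was then added from an 800 uM solution, and hydrolysis was followed at 480 nm.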
# FBPA Giardia inh: Giardia lamblia aldolase inhibition | A8B2U2 | purified Giardia FBPA | Potency, µM (titrated, usually from 59.6 µM), without a hit: top-dose activity, negative = inhibition, most hits filed as inhibitors | 290,000 compounds, 0.71% hits | AID 2451; further: potency means the concentration at half of the fitted maximal effect; nearly all actives have a fitted effect of over 55% in size
# Target sequence (A8B2U2 whole entry, looked up): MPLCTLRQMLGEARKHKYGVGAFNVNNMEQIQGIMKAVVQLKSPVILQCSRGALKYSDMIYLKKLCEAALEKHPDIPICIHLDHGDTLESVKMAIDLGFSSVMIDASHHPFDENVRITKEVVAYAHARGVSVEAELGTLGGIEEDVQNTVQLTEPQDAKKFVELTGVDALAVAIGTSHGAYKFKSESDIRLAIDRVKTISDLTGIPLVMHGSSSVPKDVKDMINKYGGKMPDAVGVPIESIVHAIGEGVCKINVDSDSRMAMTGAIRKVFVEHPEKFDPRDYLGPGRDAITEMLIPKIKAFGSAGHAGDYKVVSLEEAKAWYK
#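 Giardia FBPA (40 nM reagent) was preincubated 10 min at RT with compound (up to 57.5 uM final), then substrate plus GAPDH/TPI/NAD/arsenate coupling system with diaphorase/resazurin was added; resorufin fluorescence (525/598 nm) was read after 20 min.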
# HCV inhibitor: blocks hepatitis C virus; Huh7.5.1 HCVcc-Cre infection, luciferase reporter, 44 h; Potency, µM (titrated, usually from 41.8 µM), for the others: at the top dose activity change, negative = inhibition, usual class: inhibitors; 340,000 compounds, 3.4% hits; further: potency means the concentration at half of the fitted maximal effect
#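 Antiviral activity was scored by luciferase reporter output from cells infected with HCVcc-Cre (~0.5 moi) in presence of compound, 44 h infection period, cells seeded 1,000/well 4 h prior.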
# HCMV antiviral: human cytomegalovirus inhibition. activity change, negative = inhibition, % at 57.5 µM. 410,000 compounds, 4.5% hits. HFF cells, HCMV-luciferase reporter, 72 h; active compounds read low; in the data active means activity change below about -60%; inconclusive means no clear call, values can overlap the other calls; inactive means above about -39%
#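 Steps: HFFs plated, 16 h 37C; compounds added; HCMV-luciferase added to MOI 1 PFU/cell; 72 h 37C; OneGlo reagent, 5 min room temperature; luminescence read, normalized to controls.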
# An asterisk follows results filed as active; ? = inconclusive; . = no result given; & = joins results of further samples; [ ] = another dose, or the depositor's remark. Unless noted, the call rests on the fitted dose curve; in most records, active means well fitted curve in the direction sought with a large enough effect; inconclusive means small, poorly fitted or top-dose-only effect, or another doubt; inactive means no such curve, though single readings can be large; an effect the other way counts as inactive or inconclusive. Unless noted, on the % scale 0 is the no-effect control and ±100 the full control effect.
SMILES,AMA1-RON2 inh,Sm TGR inh,AmpC inh detg,FBPA Giardia inh,HCV inhibitor,HCMV antiviral
C(=C\c1ccccn1)/c1cccnc1,.,25%,0%,-7%,.,23
CC(=O)Nc1ccc(NC(=O)C(C)OC(=O)CSc2ccc(Br)cc2C)cc1 (stereo not given),-9%,-18%,-4%,.,2%,47
CN1CCN(CCCNC(=O)CCC(=O)N2CCOc3ccccc32)CC1,-4%,-9%,8%,1%,18%,-4
COCCn1c(SCC(=O)Nc2cccnc2Cl)nc2ccccc2c1=O,-2%,-2%,5%,.,-11%,0
Cc1ccc2c(c1)C1CN(C)CCC1N2C(=O)Cc1cccs1 (stereo not given),-5%,-18%,-12%,-21%,5%,-15
O=C(CCNC(=O)c1ccco1)NCCc1c[nH]c2ccccc12,4%,.,.,.,10%,-1
C=CCSc1nnc2nc3[nH]c4c(C)cccc4c3nn12,-1%,-5%,0%,-3%,9%,89
COc1ccc(OC)c(CNc2sc3c(c2C(=O)Nc2cc(OC)ccc2OC)CCCC3)c1,.,-20%,-1%,.,.,-10
NC(=O)c1nsc(C(=O)N(CC(=O)NC2CCCC2)c2cnc3ccccc3c2)c1N,.,-19%,-7%,5%,.,.
CCC(C)NC(=O)C(=O)NCC1CCCN1CC (stereo not given),21%,4%,6%,-7%,-2%,-29
Cc1ccc(C)c(CN2C(=O)c3ccccc3S(=O)(=O)c3ccc(C(=O)N4CCN(c5ccccn5)CC4)cc32)c1,.,-3%,-12%,.,.,-71*
O=C(NCCSc1ccc(Br)cc1)c1ccc2nc[nH]c2c1,6%,0%,2%,.,-6%,25
COc1ccc(-n2cnc3cc([N+](=O)[O-])ccc32)cc1,0%,.,3%,-5%,-26%,?
O=C1CC(N2CCN(Cc3ccc4c(c3)OCO4)CC2)C(=O)N1c1cccc2ccccc12 (stereo not given),-7%,-20%[57.1 µM],-8%,2%,2%,-13
O=C(CCNS(=O)(=O)c1ccccc1C(F)(F)F)NNC(=O)C1COc2ccccc2O1 (stereo not given),132%[activator],3%,-7%,.,5%,-24
COc1cc(OC)cc(C(=O)N/N=C/c2ccc(OC)c(COc3ccc4ccccc4c3)c2)c1,-2%,0%,-13%,-5%,-19%,-32
O=C1NCCCC1C(=O)N/N=C/c1cc([N+](=O)[O-])ccc1O (stereo not given),55%[activator],-5%,-1%,3%,10%,?
CC(C)c1ccc(NC(=O)CSC2=Nc3ccccc3C3=NC(CC(=O)NCc4ccc(F)cc4)C(=O)N23)cc1 (stereo not given),.,-6%,4%,.,.,-12
CCCCC(CC)COCCCN=Cc1c(O)[nH]c(=S)[nH]c1=O (stereo not given),68%[activator],2%,3%,-2%,-15%,8
Cc1ccccc1C(=O)Nc1ccnn1C1CCN(C(=O)C2CCOC2)CC1 (stereo not given),8%,3%,6%,0%,28%,-5
O=S(=O)(Nc1ccc2cn[nH]c2c1)c1ccccc1,1%,2%,2%,-19%,13%,-3
O=C(CNC(=O)c1ccccc1F)OCc1cc(=O)n2ccsc2n1,.,3%,9%,.,.,9
O=C(CCNS(=O)(=O)c1ccccc1)Nc1ccc(Cl)cc1C(=O)c1ccccc1,-1%,-3%,-1%,0%,-10%,-16
CCN(Cc1ccccc1)C(=S)Nc1cc(C(=O)OC)ccc1C(=O)OC,-8%,7%,-12%,0%,?,50
Cc1ccc(S(=O)(=O)N2CCN(C(=S)NCc3ccc4c(c3)OCO4)CC2)cc1,-18%,-2%,-11%,2%,?,-12

# Reprinted from the part before: 2 entries; new compounds follow.
SMILES,AMA1-RON2 inh,Sm TGR inh,AmpC inh detg,FBPA Giardia inh,HCV inhibitor,HCMV antiviral
CCN(Cc1ccccc1)C(=S)Nc1cc(C(=O)OC)ccc1C(=O)OC,-8%,7%,-12%,0%,?,50
Cc1ccc(S(=O)(=O)N2CCN(C(=S)NCc3ccc4c(c3)OCO4)CC2)cc1,-18%,-2%,-11%,2%,?,-12
CCOCCCNC(=O)CN1C(=O)c2cccc3cccc1c23,45%[activator],-25%,-12%,3%,13%,-2
Cn1cccc1/C=N\NC(=O)C1COc2ccccc2O1 (stereo not given),-5%,-20%,3%,1%,-10%,25
CC(OC(=O)CCN=C1NS(=O)(=O)c2ccccc21)C(=O)Nc1ccccc1F (stereo not given),9%,8%,9%,.,13%,-33
O=C(CCC1CCCC1)N1CCN(C(=O)C2CC2)CC1,33%[activator],-5%,6%,3%,2%,-4
O=C(O)COc1ccccc1/C=C1\C(=O)NC(=O)N(CCC2=CCCCC2)C1=O,2%,?,-13%,-5%,3%,-2
COc1ccc(-c2cc(C(F)(F)F)n3ncc(C(=O)O)c3n2)cc1OC,13%,9%,4%,6%,9%,23
COc1c(C)cc(S(=O)(=O)NC2CC(C)(C)NC(C)(C)C2)c(C)c1C,16%,2%,7%,0%,-7%,22
CN(Cc1ccccc1)C(=O)COc1cc(=O)n(C)c2ccccc12,-9%,-29%,?,-11%,-12%,58
COCCNC(=O)C(=O)c1cc(C)n(-c2ccc([N+](=O)[O-])cc2)c1C,-5%,-5%,-1%,-4%,1%,28
Cc1ccc(C(C(=O)NC2CCCCC2)N2CCCC2)cc1 (stereo not given),10%,0%,2%,7%,6%,-6
COc1ccc(Cl)cc1C(=O)Nc1ccc(S(=O)(=O)N2CCCC2)cc1,4%,-7%,0%,1%,11%,-102*
COCc1cc(C)n(CC(=O)N2CCCC2)c(=O)c1C#N,0%,3%,-3%,-3%,19%,17
CCSc1cc(N2CCCC2)nc(-c2ccc(F)cc2)n1,5%,6%,-1%,2%,?,-16
O=C(CNC(=O)/C=C/c1ccccc1)N=Nc1c(O)n(Cc2ccccc2)c2ccccc12,.,-3%,-15%,10%,-6%,-13
COC(=O)c1c(-c2ccccc2)c(-c2ccccc2)nn(C)c1=O,0%,3%&5%,-10%&6%,3%,-5%,16&-3
Cc1ccc(C(=O)C(OC(=O)CCC(=O)Nc2cccc(C)c2)c2ccccc2)cc1 (stereo not given),-1%,-13%,-4%,-1%,17%,44
CCOC(=O)N1CCN(C(=O)CN(C)S(=O)(=O)c2ccc(OC)c(OC)c2)CC1,2%,-8%,?,15%,2%,2
CCOC(=O)c1cnc(-c2ccccc2)nc1N,2%,1%,?,-5%,?,182
COc1ccc(C=CC(O)CCN2CCC3CCC(C3)C2)cc1 (stereo not given),-2%,.,.,.,-10%,-66*
O=S(=O)(c1cccs1)N1CCN(c2ccccn2)CC1,26%,-10%,?,1%,-1%,-7
COc1ccc(NC(=O)CN(C)C(=O)c2cc3c(s2)CCC(C)C3)cc1 (stereo not given),-1%,-2%,3%,.,-8%,22
S=C(Nc1ccccc1Cl)N(CCCN1CCOCC1)Cc1ccccn1,12%,-3%,0%,-9%,-1%,-9
COc1cccc(CC(=O)Nc2nc(-c3cc(OC)ccc3OC)cs2)c1,-29%,2%,6%,-2%,?,-15
Cc1ccc(-c2cc(C(=O)NCCc3ccccc3)c3ccccc3n2)cc1C,.,6%,3%,.,.,11
O=S(=O)(NCCc1ccccc1F)c1cccc(S(=O)(=O)N2CCOCC2)c1,10%,4%,5%,1%,5%&-2%,-1

# 2 compounds from above, showing only Sm TGR inh and AMA1-RON2 inh:
SMILES	Sm TGR inh	AMA1-RON2 inh
COCc1cc(C)n(CC(=O)N2CCCC2)c(=O)c1C#N	3%	0%
CCSc1cc(N2CCCC2)nc(-c2ccc(F)cc2)n1	6%	5%

# Next compounds
SMILES,AMA1-RON2 inh,Sm TGR inh,AmpC inh detg,FBPA Giardia inh,HCV inhibitor,HCMV antiviral
COc1cccc(S(=O)(=O)NCc2ccc(C(=O)N3CCN(c4ccccc4)CC3)cc2)c1,10%,5%,5%,.,?,-32
CC(=O)Nc1cccc(NC(=O)CSc2nccn2Cc2ccc3c(c2)OCO3)c1,.,1%,-4%,.,.,-12
CNc1c(N)n(Cc2ccccc2)c(=O)[nH]c1=O,33%[activator],-13%,4%,-5%,2%,62
COc1cccc(CC(=O)OCC(=O)Nc2nnc(-c3ccccc3)o2)c1,73%[activator],-4%,-10%,.,11%,-6
Nc1cc(N)nc(SCC(=O)NNC(=O)Cc2ccccc2)n1,43%[activator],8%,2%,-1%,27%,36
O=C(O)c1ccc(COc2ccccc2/C=C2/NC(=O)N(c3cccc(Cl)c3)C2=O)cc1,9%[11.6 µM],-21%,?,-2%,-2%,-7
Cc1ccc(-c2ccc(=O)n(CC(=O)NCCc3ccccc3)n2)cc1,.,7%,1%,.,.,5
OCCC#Cc1ccc(CN2CCN(Cc3ccccc3)C(CCO)C2)cc1 (stereo not given),1%,.,1%,2%,1%,58
CCOc1ccc(/C=N/NC(=O)Nc2ccccc2)cc1,-3%,2%[57.1 µM],-5%,5%,?,146
O=C(NC1CCCc2ccccc21)c1ccc(Cl)nc1 (stereo not given),6%,-1%,?,1%,5%,58
O=S(=O)(c1cccs1)N1CCN(c2cccc(Cl)c2)CC1,-5%,-2%,-7%,-9%,17%,-5
C[C@H](NC(=O)c1[nH]cnc1C(=O)Nc1ccon1)c1ccccc1,132%[activator],-4%,1%,.,1.4µM*,8
CC(C)Cn1c(SCC(=O)N2CCOCC2)nc2ccccc2c1=O,-10%,-3%,-16%,.,3%,-17
CC1CCCN(S(=O)(=O)c2coc(C(N)=O)c2)C1 (stereo not given),-3%,1%,5%,-7%,6%,-5
CC(C)c1ccc(C2=NC(c3ccncc3)=Nc3ccc(F)cc3N2)cc1,.,-1%,14%,.,.,-2
CCOC(=O)C1CCN(c2c(NCCCN(C)C3CCCCC3)c(=O)c2=O)CC1,0%,0%,?,-1%,14%,12
CCCC(CCC)C(=O)Nc1cccc(-c2nc3cccnc3s2)c1C,.,-4%,2%,.,.,-6
O=C(C1CSC2(c3ccc(F)cc3)CCC(=O)N12)N1CCCCCC1 (stereo not given),-3%,1%,7%,0%,?,-5
CCCc1ncc(CN2CCCC(C(=O)Nc3ccc(-c4cccc(OC)c4)cc3)C2)cn1 (stereo not given),9%,3%,6%,-3%,?,?
COc1ccc(-c2cn3cccnc3n2)cc1NC(=O)c1c(F)cccc1F,.,3%,1%,.,.,-28
CC(=O)Nc1ccc(C)cc1,-3%,0%,-6%,.,-14%,-17
COc1cc(-c2nc3ccc(C)cn3c2Nc2ccc(Cl)cc2)ccc1O,.,-3%,13%,.,.,60
CCCn1cnc2sc(C(N)=O)c(C)c2c1=O,-2%,4%,?,3%,1%,11
Cc1ccc(CNC(=O)Cn2c(=O)n(Cc3ccccc3)c(=O)c3c2c2cc(C)ccc2n3C)cc1,.,1%,16%,.,.,34
O=C(Nc1nnc(-c2ccccc2)o1)NC1CCCCC1,51%[activator],-7%,-5%,-3%,-28%,-23
Cc1cc(=O)n(Cc2c(F)cccc2Cl)c2c1c(C)nn2C,.,13%,1%,.,.,-8

# Random excerpt: 3 compounds from above, in no set order.
SMILES,AMA1-RON2 inh,Sm TGR inh,AmpC inh detg,FBPA Giardia inh,HCV inhibitor,HCMV antiviral
CCCC(CCC)C(=O)Nc1cccc(-c2nc3cccnc3s2)c1C,.,-4%,2%,.,.,-6
CNc1c(N)n(Cc2ccccc2)c(=O)[nH]c1=O,33%[activator],-13%,4%,-5%,2%,62
COc1cccc(S(=O)(=O)NCc2ccc(C(=O)N3CCN(c4ccccc4)CC3)cc2)c1,10%,5%,5%,.,?,-32

# Assay outcomes (PubChem BioAssay)
